# Compound activity deposited in PubChem by National Center for Advancing Translational Sciences (NCATS).
# Tb PYK inh: blocks Trypanosoma brucei pyruvate kinase. Q57TT1. TbPYK enzyme, Kinase-Glo Plus ATP luminescence, 45 min. Potency, µM (highest dose often 76.8 µM), inactives show top-dose activity, negative = inhibition, most hits filed as inhibitors. hit rate 0.12% among 410,000. AID 624173; active = well fitted inhibition curve with a large enough effect; inconclusive = small, poorly fitted or top-dose-only effect; note: nearly all actives have a fitted effect of over 50% in size
#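 Glycolytic pyruvate kinase of T. brucei was incubated with substrate, test compound and 130 uM ADP for 45 minutes at room temperature. Luminescent Kinase-Glo Plus signal was measured after 10 minutes.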
# Starred values were filed as active, the others as inactive; ? = inconclusive; [ ] = remark or other dose. % is set by controls: 0 for no effect and ±100 for the full control effect; potency is the fitted concentration of half-maximal effect. The list is partial; rates above refer to the full screens.
SMILES,Tb PYK inh
CC1=CC2=C(C=O)C(=O)C(C)(O)C(O)C2=CO1 (stereo unspecified),1%
O=C(NCc1ccc(C(F)(F)F)cc1)c1ccc(-c2cccnc2)c2ccoc12,0%
O=C(NCC(c1ccc(Cl)cc1)N1CCCCC1)c1ccc(F)cc1 (stereo unspecified),8%
COc1cc(OC)c(NC(=O)c2csc3c2CCC(C)C3)cc1Cl (stereo unspecified),2%
CCCC(=O)Nc1cc(C(=O)NCc2ccc(OC)cc2)ccc1S(=O)(=O)c1ccc(Cl)cc1,-12%
COc1cc(OC)c(OC)cc1CNc1sc2c(c1C(=O)Nc1ccccc1OC)CCC2,-16%
C[C@@H]1CN([C@H](C)CO)C(=O)c2cc(Br)cnc2O[C@@H]1CN(C)C(=O)c1ccccc1,2%
O=C(Cn1cnc([N+](=O)[O-])c1)Nc1ccc(Cl)cc1Cl,4%
CCC(=O)N(CCC(c1ccccc1)c1ccc2c(c1)OCO2)Cc1ccc(OC(C)C)cc1 (stereo unspecified),0%
Cc1ccc(-c2ccc(CN3C(C)C(=O)N(Cc4cn(CCC5OCCCO5)nn4)CCS3(=O)=O)cc2)cc1 (stereo unspecified),-18%
CC(=O)Nc1ccc(NC(=O)C2Cc3c(-c4ccc(Cl)cc4)ccnc3O2)cc1 (stereo unspecified),0%
CC1CCN(C(=O)c2cc(-c3cccc(Cl)c3)on2)CC1,5%
CCOC(=O)c1c(C)oc2nc(C)nc(N3CCN(c4cccc(C(F)(F)F)c4)CC3)c12,-6%
COc1ccc(CNC(=O)c2sc(=O)n(Cc3ccccc3C)c2C)cc1,4%
CCOC(=O)C1CCCCN1S(=O)(=O)c1csc(C(N)=O)c1 (stereo unspecified),5%
Cc1ccc(-n2nc(C)c3c(C)cc(=O)n(CC(=O)N4CCCc5ccccc54)c32)cc1,2%
CCOc1ccc(C(=O)Nc2nnc(S(=O)(=O)Nc3ccccc3)s2)cc1,?
C[C@H]1CN([C@@H](C)CO)C(=O)CCCn2nncc2CO[C@H]1CN(C)C(=O)c1cc(-c2ccccc2)on1,2%
Cc1nn(CC(=O)NC2CCCCC2)c(C)c1[N+](=O)[O-],-8%
CCCn1c(=O)c2sccc2n2c(CCCC(=O)NCc3ccccc3)nnc12,4%
CN(C)C(=O)N1CCc2ccc([N+](=O)[O-])cc21,-14%
C[C@H](CO)NC(=O)c1nc[nH]c1C(=O)N[C@@H](C)c1ccccc1,5%
Fc1ccc(Nc2nc(-c3ccc(F)cc3)c3c(n2)-c2ccccc2OC3)cc1,4%
O=C(NNC(=O)c1cccs1)c1ccccn1,-1%
COc1ccc(C(=O)NCc2nnc(SCC(=O)Nc3ccccc3)n2-c2ccc(F)cc2)cc1,1%
COc1cccc(CNC(=O)C(CC(C)C)NS(=O)(=O)c2ccc3c(c2)oc(=O)n3C)c1 (stereo unspecified),-3%
CCCNC(=O)C1=CC(c2ccc3c(c2)OCO3)=NS(=O)(=O)N1C,3%
Cc1noc(-c2ccccc2OCC(=O)Nc2cccc([N+](=O)[O-])c2)n1,0%
COc1ccc(-n2c(=O)c(C)nc3cnc(Nc4cccc(OC)c4)nc32)cc1,-4%
COc1cc(CNc2ncnc3c2ncn3[C@H]2CN(Cc3cccs3)C[C@@H](CO)O2)cc(OC)c1OC,-1%
Cc1ccc2c(c1)cc(C(=O)Nc1ccccc1C)n2C,-2%
CCOC(=O)CSc1nc2ccccc2c(=O)n1CCc1ccc(OC)c(OC)c1,4%
COc1ccc(-n2cc3c(c2-c2cccc(Br)c2)c(=O)n(C)c(=O)n3C)cc1OC,-10%
COc1ccc([N+](=O)[O-])cc1NC(c1nnc(-c2ccccc2)o1)c1ccccc1F (stereo unspecified),16%
CC(C)S(=O)(=O)c1oc(-c2ccc(F)cc2)nc1S(=O)(=O)c1ccc(F)cc1,3%
Cc1ccc(NC(=O)c2c(C(=O)Nc3ccccc3)sc3nc(C)cc(=O)n23)c(C)c1,-6%
Cc1c(C(=O)NCc2ccccc2)sc2nc3n(c(=O)c12)CCC3,-3%
CCCCn1nnnc1C(c1cc2ccccc2o1)N1CCN(C/C=C/c2ccccc2)CC1 (stereo unspecified),3%
COc1ccc(N2CCN(S(=O)(=O)c3ccc(-c4ccno4)cc3OC)CC2)cc1,0%
CC1=C(c2ccc(C)cc2)S(=O)(=O)N(Cc2ccc(C(=O)Nc3ccc(F)cc3C)cc2)C1=O,4%

# Reformatted: 14 of the compounds above
Compound	Tb PYK inh
CN(C)C(=O)N1CCc2ccc([N+](=O)[O-])cc21	-14%
C[C@H](CO)NC(=O)c1nc[nH]c1C(=O)N[C@@H](C)c1ccccc1	5%
Fc1ccc(Nc2nc(-c3ccc(F)cc3)c3c(n2)-c2ccccc2OC3)cc1	4%
O=C(NNC(=O)c1cccs1)c1ccccn1	-1%
COc1ccc(C(=O)NCc2nnc(SCC(=O)Nc3ccccc3)n2-c2ccc(F)cc2)cc1	1%
COc1cccc(CNC(=O)C(CC(C)C)NS(=O)(=O)c2ccc3c(c2)oc(=O)n3C)c1 (stereo unspecified)	-3%
CCCNC(=O)C1=CC(c2ccc3c(c2)OCO3)=NS(=O)(=O)N1C	3%
Cc1noc(-c2ccccc2OCC(=O)Nc2cccc([N+](=O)[O-])c2)n1	0%
COc1ccc(-n2c(=O)c(C)nc3cnc(Nc4cccc(OC)c4)nc32)cc1	-4%
COc1cc(CNc2ncnc3c2ncn3[C@H]2CN(Cc3cccs3)C[C@@H](CO)O2)cc(OC)c1OC	-1%
Cc1ccc2c(c1)cc(C(=O)Nc1ccccc1C)n2C	-2%
CCOC(=O)CSc1nc2ccccc2c(=O)n1CCc1ccc(OC)c(OC)c1	4%
COc1ccc(-n2cc3c(c2-c2cccc(Br)c2)c(=O)n(C)c(=O)n3C)cc1OC	-10%
COc1ccc([N+](=O)[O-])cc1NC(c1nnc(-c2ccccc2)o1)c1ccccc1F (stereo unspecified)	16%

# Carrying on.
SMILES,Tb PYK inh
CCOc1ccc(NC(=O)CSc2nnc(NC(=O)Nc3ccccc3)s2)cc1,3%
CC1(C(=O)NCCC#N)CCN1C(=O)Cc1ccc(-c2ccccc2)cc1 (stereo unspecified),4%
O=C(OCc1cn([C@H]2C[C@H](c3ccccc3)N(C(=O)c3cccs3)C[C@@H]2O)nn1)c1ccccc1,2%
CN1CCN(C2CN(Cc3cn(Cc4ccccc4)nn3)S(=O)(=O)C2)CC1 (stereo unspecified),3%
COc1ccc(NC(=O)CN2C(=O)CCn3nc(-c4cccn4C)cc32)cc1Cl,5%
NNc1ccc([N+](=O)[O-])c2[nH][nH]c(=O)c12,?
CCN(CCCNC(=O)c1cc2c(=O)n(C)c3ccccc3c2s1)Cc1ccccc1,0%
Cc1ccc(NC(=O)CCCc2nc(-c3ccco3)no2)cc1Cl,-2%
CCNC(=O)c1ccc2nc(CCc3ccccc3)oc2c1,4%
Cn1cccc1C(=O)N1CCC2(CCCN(C(c3ccccc3)c3ccccc3)C2)CC1,0%
O=C1c2oc3ccccc3c(=O)c2C(c2cccc(O)c2)N1c1nncs1 (stereo unspecified),4%
Oc1ccccc1-c1nc(/C=C/c2ccc(F)cc2)nn1-c1ccccc1,-5%
COc1cc(N)c2ncccc2c1SC,-8%
Cc1ccc(NC(=O)c2cccc(N3CCCS3(=O)=O)c2)cc1,-10%
COCCN(CCOC)Cc1cc(=O)oc2cc(C)c(C)cc12,-3%
O=C(c1cccc(Cl)c1)n1nc(-c2cccnc2)nc1NCc1ccccc1,2%
Cn1cc(-c2csc(C(O)c3ccccc3)n2)cn1 (stereo unspecified),9%
O=C(Nc1cccc(F)c1)N1CC2(CCN(C(=O)c3cnccn3)CC2)C1,-9%
Cc1ccc(C)c(N2CCN(C(=O)CCNS(=O)(=O)c3ccc4c(c3)CCN4C(=O)C3CC3)CC2)c1,-1%
CCc1nnc2c3ccccc3nc(Nc3ccc(C(C)=O)cc3)n12,-1%
CCOC(=O)N1CCC(NC(=O)c2ccc3c(c2)N(Cc2ccc(F)cc2)C(=O)c2ccccc2S3=O)CC1 (stereo unspecified),-16%
COc1ccc(-c2csc(C(C)(O)c3ccccc3)n2)cc1OC (stereo unspecified),0%
CCOC(=O)c1oc2ccc(S(=O)(=O)n3nc(-c4cc(OC)cc(OC)c4)cc3N)cc2c1C,-11%
CCCCc1nn2c(=O)cc(COC(=O)CNC(=O)c3ccccc3C)nc2s1,-5%
O=C(Oc1ccc[nH]c1=O)c1ccccc1,-17%
COc1ccccc1Cc1c(-c2cccc(Cl)c2)nc2ccc(Cl)cn12,5%
Cc1ccc(Cl)cc1N1CCN(C(=O)Cn2cnc3sc(C)c(S(=O)(=O)N4CCC(C)CC4)c3c2=O)CC1,6%
O=C(NCc1ccccc1)c1ccc2c(c1)nc1n2CCCCC1,-1%
COc1cccc2c1cc1c(=O)n(CC(=O)N3CCCCC3)nc(C)n12,-13%
CCCCC(=O)N(C)c1c(CC)nc2c(OCc3ccc(C#N)cc3)cccn12,4%
COc1ccc(Br)c(Cn2c(C)c(C(=O)NCc3ccccc3C(F)(F)F)sc2=O)c1,6%
Cc1ccc(-n2nc(C)c3c2NC(=O)CSC3c2ccc(O)cc2)cc1Cl (stereo unspecified),-3%
CSc1ccc(CCNC(=O)c2cc3cc4cc(C)ccc4nc3s2)cc1,1%
CCOc1ccc(Oc2ccc(NS(=O)(=O)c3ccc(CCC(=O)O)cc3)cc2)cc1,2%
CNS(=O)(=O)c1ccc(CNC[C@H]2O[C@@H](n3cnc4c(=O)[nH]c(N)nc43)[C@H](O)[C@@H]2O)cc1,-2%
CCCCC(c1nc2ccccc2[nH]1)n1c(-c2ccccc2)nc2ccccc21 (stereo unspecified),0%
Cc1c(-c2ccccc2)n(O)[n+]([O-])c1-c1ccccc1,1%
CCOC(=O)C1(C)CCN1C(=O)c1cccc(C(F)(F)F)c1 (stereo unspecified),-4%
COc1ccccc1Cc1c(-c2ccc(Cl)cc2)nc2ccc(Br)cn12,-4%
CC1=C(C(=O)Nc2ccc(C)cc2C)C(CC(C)C)n2nc(SCc3ccccc3C)nc2N1 (stereo unspecified),4%
CCCCC(=O)Nc1ccc2nc(SCC(=O)N3CCCC3)sc2c1,-21%
Cc1cccc(C)c1Nc1n[nH]c(=S)s1,13µM*
COc1ccc(OCC(=O)N2CCN(C(=O)c3ccc(OC)c(OC)c3)CC2)cc1,5%
Cc1ccc(C)c(NC(=O)C2CCN(S(=O)(=O)c3c(C)noc3/C=C/c3cccs3)CC2)c1,-3%
Cc1ccc(NC(=O)Cc2coc3ccc(C(C)C)cc23)cc1Cl,2%
CCOC(=O)c1c(C)oc2nc(C)nc(NCCc3ccc(Cl)cc3)c12,-2%
COc1cc(C2C(=O)N(C3CCCCC3)CC(=O)N2CCc2ccccc2)ccc1OC(C)C (stereo unspecified),0%
CCCOc1ccc(F)cc1-c1cc(C(=O)Nc2ccc(OC)nc2)[nH]n1,7%
CN1CCCC2(CCN(C(=O)c3cccn3C)CC2)C1,0%
CCc1ccc(-c2cn3c(n2)sc2cc(C(=O)NCCCc4ccccc4)ccc23)cc1,3%
O=C(Cn1c(=O)nc(-c2ccccc2)c2ccccc21)Nc1ccc(Cl)c(C(F)(F)F)c1,2%
COc1ccccc1S(=O)(=O)N(C)C[C@H]1Oc2ncc(Br)cc2C(=O)N([C@H](C)CO)C[C@H]1C,-2%
COc1ccc(Nc2c3c(nc4ccc(NC(=O)c5cc(Cl)ccc5OC)cc24)CCCC3)cc1OC,4%
COc1cccc(NC(=O)C(C)n2c(=O)cc(C(F)(F)F)c3c(C)nn(C)c32)c1 (stereo unspecified),-1%
COc1ccccc1C(=O)NCc1nc2cccnc2n1Cc1ccc(F)cc1,-1%
O=S(=O)(c1ccc(-c2cnc(C3CC3)o2)cc1)N1CCN(c2ccc(F)cc2)CC1,-6%
CN(C)c1ccc(CN(CC2CCCO2)C(=O)COc2ccccc2Cl)cc1 (stereo unspecified),-5%
Cc1ccc(CNC(=O)CSc2nc3c(sc4ccccc43)c(=O)n2CCCOC(C)C)cc1,6%
COc1ccc(CNC(=O)Cn2ccc3cc(S(=O)(=O)N4CCCCCC4)ccc32)c(OC)c1,-9%
O=C(COC(=O)c1ccc(F)c(S(=O)(=O)N2CCOCC2)c1)Nc1ccc(Cl)cn1,-8%
# (cont.)
SMILES,Tb PYK inh
CCOc1cc(N2CCOCC2)c(OCC)cc1NS(=O)(=O)c1ccc2c(c1)CC(=O)N2,-1%
Cc1c(C)n(Cc2ccccc2)c2ccc(C(=O)NCC(C)c3ccccc3)cc12 (stereo unspecified),0%[15.4 µM]
CCOCCC(=O)Nc1ccc2c(c1)c(=O)n(C)n2-c1ccccc1F,-2%
Cc1ccc(CNC(=O)Cn2nc(N3CCN(c4ccccc4)CC3)ccc2=O)cc1,2%
O=C(Nc1ccccc1Cl)c1cc(C2CCCN(C(=O)c3ccc4c(c3)CCO4)C2)on1 (stereo unspecified),5%
Cc1cccc(Nc2ncnc3c2cnn3C)c1C,4%
CCCCC[C@@H](C)N1C[C@@H](COCc2ccccc2)Oc2cc(N3CCC[C@@H]3CO)ccc2S1(=O)=O,2%
Cc1cccc(CN2C(=O)c3ccccc3S(=O)(=O)c3ccc(C(=O)N4CCCC4)cc32)c1,0%
COc1ccccc1C(=O)Nc1nc(-c2ccc(Br)cc2)ns1,10%
O=C(CCNC(=O)N1CC(=O)Nc2ccccc21)NCc1ccccc1Cl,4%
CCOc1ccc(CCNC(=O)CN2C(=O)COc3ccc(S(=O)(=O)N4CCCC4)cc32)cc1,8%
Cc1ccc(Cn2cc(CN3CC(N4CCN(C5CCN(C)CC5)CC4)CS3(=O)=O)nn2)cc1 (stereo unspecified),-5%
